# Screens as filed in PubChem.
# Epigenetic derep – derepresses silenced GFP reporter in murine cells; murine LDR cells, GFP reporter derepression, 30 h; Potency, µM (highest dose often 53.9 µM), for inactives: top-dose GFP activation, actives largely listed as activators; 280,000 compounds, 0.2% hits; further: potency means the concentration at half of the fitted maximal effect; % of control where 0% means no effect; nearly all actives have a fitted effect of over 60% in size
#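 In this reporter-derepression format, murine cells bearing a silenced integrated CMV-GFP locus incubate with test compound (30 h, 37 C), then are washed and imaged; fluorescent objects of 20–120 um count as induced cells.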
# TRb SRC2 PPI – disrupts binding of human TR beta to SRC2; P10828; AID 1469; TRbeta-SRC2 peptide binding, fluorescence polarization; receptor liganded with 1 µM T3; Potency, µM (highest dose often 106 µM), for the others: top-dose activity change, negative = inhibition, hits mostly inhibitors; 280,000 compounds, 0.065% hits;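 further: potency means the concentration at half of the fitted maximal effect; plate controls were bound peptide for no effect and peptide without receptor for full effect; nearly all actives have a fitted effect of over 50% in size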
#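 Each compound concentration gave % activity, normalized to unbound and bound Texas Red SRC2 controls, from polarization read after 5 hr ambient incubation with T3-loaded human TRb LBD.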
# TexasRed fluor – alters Texas Red total fluorescence, flagging assay interference; 280,000 compounds, 0.29% hits; AID 1479; Potency, µM (titrated, usually from 106 µM), without a hit: at the highest dose fluorescence change, negative = quenching; TRb/SRC2 Texas Red total fluorescence interference; active means well fitted curve in either direction with a large enough effect; inconclusive means small, poorly fitted or top-dose-only effect; further: potency means the concentration at half of the fitted maximal effect; on the % scale 0 is the no-effect control and ±100 the full control effect
#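 Human TRβ ligand-binding domain (0.6 uM) and Texas Red SRC2 peptide (20 nM) in Tris buffer with 1 uM T3 and 5% DMSO were incubated with pinned compound for 5 hr at ambient temperature. Total fluorescence was computed as S + 2P (555/632 nm).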
# CBFb RUNX1 block – CBF-beta/RUNX1 interaction disruption | 230,000 tested, under 10 active | Potency, µM (series often up to 59.8 µM), for inactives: at the top dose activity, negative = inhibition, hits mostly inhibitors | Q01196+Q13951 | AID 1477 | AlphaScreen CBFb-His/RUNX1-biotin binding, biochemical; further: % of control where 0% means no effect
#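 Inhibition was taken as any reduction in AlphaScreen signal from the CBF-beta–RUNX1 pair (His and biotin tags, 30 nM each), measured after compound (15 min) and bead (90 min) incubations at room temperature.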
# Tau fibril FP – tau fibrillization inhibition (FP). K18 P301L tau heparin fibrillization, Alexa594 FP, 6 h. Potency, µM (top dose mostly 57.7 µM), without a hit: top-dose activity, negative = inhibition, actives largely listed as inhibitors. 280,000 compounds, 0.39% hits; further: potency means the concentration at half of the fitted maximal effect; on the % scale 0 is the no-effect control and ±100 the full control effect; nearly all actives have a fitted effect of over 55% in size
# Target sequence (P10636 561-689 P618L limits assumed): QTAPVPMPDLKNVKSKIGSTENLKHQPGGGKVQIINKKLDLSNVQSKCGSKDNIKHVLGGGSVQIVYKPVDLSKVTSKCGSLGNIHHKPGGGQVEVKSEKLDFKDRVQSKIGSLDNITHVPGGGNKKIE
#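 Compound effects on tau fibrillization are measured by Alexa 594 fluorescence polarization (ex 555, em 632 nm). K18 P301L tau is used at 15 uM with 0.24 uM labeled tracer, and 20 uM heparin induces aggregation over 6 hr at 37 C.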
# Tau fluor cs – counter-screen for tau fibril formation inhibitors | tau K18 P301L Alexa594 fluorescence, heparin fibrillization | Potency, µM (titrated, usually from 57.7 µM), inactives show top-dose activity change, negative = decrease | 280,000 compounds, 0.93% hits; further: potency means the concentration at half of the fitted maximal effect; on the % scale 0 is the no-effect control and ±100 the full control effect; nearly all actives have a fitted effect of over 55% in size
#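 Human tau K18 P301L (15 uM unlabeled, 0.24 uM Alexa 594-labeled) in 100 mM sodium acetate pH 7 with 20 uM heparin, 6 hr at 37 C. ThT 30 uM added, 1 hr ambient; Alexa 594 FP and total fluorescence read at 555/632 nm.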
# GLA spleen mod – inhibitors or activators of human alpha-galactosidase in spleen homogenate | P06280 | human spleen homogenate, 4MU-alpha-Gal fluorescence, 40 min | Potency, µM (titrated, usually from 80 µM), for inactives: top-dose activity change, negative = inhibition, usual class: inhibitors | 240,000 compounds, 0.008% hits | AID 2107;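 further: potency means the concentration at half of the fitted maximal effect; 0% = enzyme with vehicle and -100% = no enzyme basal signal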
# Target sequence (P06280 32-429 limits assumed): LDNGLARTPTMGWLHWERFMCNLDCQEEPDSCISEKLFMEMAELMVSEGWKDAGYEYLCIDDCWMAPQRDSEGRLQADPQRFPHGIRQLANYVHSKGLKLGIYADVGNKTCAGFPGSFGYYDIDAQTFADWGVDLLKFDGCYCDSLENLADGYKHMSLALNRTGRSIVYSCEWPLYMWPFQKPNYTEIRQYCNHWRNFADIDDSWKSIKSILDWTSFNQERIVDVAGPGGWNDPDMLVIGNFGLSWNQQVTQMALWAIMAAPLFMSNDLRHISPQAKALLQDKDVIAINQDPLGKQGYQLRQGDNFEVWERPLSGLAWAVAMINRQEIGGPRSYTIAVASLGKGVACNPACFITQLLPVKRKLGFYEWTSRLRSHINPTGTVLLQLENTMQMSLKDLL
#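 qHTS titration in buffer at pH 5.0. Alpha-galactosidase activity in spleen homogenate was measured via 4-methylumbelliferone release from 1 mM fluorogenic substrate after 40 min at 37C and a pH 10 stop. AC50 came from Hill fits of control-normalized data.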
# NPSR antagonist – neuropeptide S receptor (human) antagonism, cAMP; Potency, µM (doses to about 38.3 µM), without a hit: at the highest dose activity change, negative = inhibition, hits mostly inhibitors; CHO-NPSR cells, cAMP TR-FRET, antagonist mode; AID 1461; Q6W5P4; 220,000 compounds, 1% hits; further: potency means the concentration at half of the fitted maximal effect; on the % scale 0 is the no-effect control and ±100 the full control effect; nearly all actives have a fitted effect of over 50% in size; many of its hits are not listed in these tables
# Target sequence (Q6W5P4 whole entry, looked up): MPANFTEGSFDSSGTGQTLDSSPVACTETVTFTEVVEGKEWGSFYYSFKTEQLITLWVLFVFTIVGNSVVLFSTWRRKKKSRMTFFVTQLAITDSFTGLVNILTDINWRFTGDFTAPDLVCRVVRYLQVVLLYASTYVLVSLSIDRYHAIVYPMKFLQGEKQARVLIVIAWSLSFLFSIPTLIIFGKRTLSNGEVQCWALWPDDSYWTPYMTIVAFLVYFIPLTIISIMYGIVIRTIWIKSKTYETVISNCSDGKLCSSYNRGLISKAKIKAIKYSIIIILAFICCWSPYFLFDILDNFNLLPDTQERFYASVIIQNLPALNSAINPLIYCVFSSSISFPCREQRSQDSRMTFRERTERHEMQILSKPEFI
# * = called active by the depositor; ? = inconclusive; . = no result given; [ ] = another dose, or the depositor's remark. Unless noted, the call rests on the fitted dose curve; in most records, active means well fitted curve in the direction sought with a large enough effect; inconclusive means small, poorly fitted or top-dose-only effect, or another doubt; inactive means no such curve, though single readings can be large; an effect the other way counts as inactive or inconclusive.
SMILES,Epigenetic derep,TRb SRC2 PPI,TexasRed fluor,CBFb RUNX1 block,Tau fibril FP,Tau fluor cs,GLA spleen mod,NPSR antagonist
Cc1c(Cl)cccc1NC(=O)CSc1nc(=O)n(Cc2ccco2)c2c1CCC2,0.0%,-7%,-4%,.,-6%,-3%,.,.
CCCCOC(=O)c1ccc(NC(=O)c2c(OC)cccc2OC)cc1,-2.0%,3%,-2%,5%,-4%,-17%,-14%,-23%
COc1ccc(C(C(=O)NC2CCCCC2)N(CC2CCCO2)C(=O)C2COc3ccccc3O2)cc1OC (stereo unspecified),9.3%,6%,1%,4%,0%,5%,6%,-11%[46.1 µM]
CCC(=O)Nc1ccc2oc(-c3cccnc3)nc2c1,-2.4%,-2%,-1%,11%,-8%,-4%,6%,6%
Cn1c(NNC(=O)CCC2CCCCC2)cc(=O)n(C)c1=O,-0.5%,3%,-1%,8%[2.36 µM],7%,-1%,-15%,9%
CCOCCCNC(=O)C1CCCN1S(=O)(=O)c1ccc(Cl)cc1 (stereo unspecified),-2.7%,-8%,0%,2%,6%,4%,0%,-12%[46.1 µM]
O=C1c2ccccc2C(=O)N1CC(=O)N1c2ccccc2Sc2ccccc21,-0.9%,-1%,0%,7%,-13%,-23%,10%,-24%[46.1 µM]
Cc1ccc(S(=O)(=O)c2c(N)n(C)c3nc4ccccc4nc23)cc1,-1.0%,-9%,-3%,14%,-11%,-24%,?,-20%[46.1 µM]
COc1ccc(C(=O)N2c3ccc(C)cc3C(C)(c3ccccc3)CC2(C)C)cc1 (stereo unspecified),-1.6%,-3%,-10%,.,-2%,-12%,.,.
COc1ccc(NS(=O)(=O)c2ccc3nc(COc4cccc5ccccc45)[nH]c3c2)cc1,-0.9%,8%,-1%,3%,22µM*,10µM*[quencher],-4%,-23%
O=C(CSc1nc(-c2ccc(F)cc2)nc2ccc(F)cc12)Nc1cccc(C(=O)O)c1,-1.5%,-1%,-3%,4%,-6%,-12%,3%,-52%
COc1ccc(NC(=O)C2CCCN(S(=O)(=O)c3cccs3)C2)cc1OC (stereo unspecified),-4.4%,-1%,0%,4%,17%,-18%,-2%,-8%[46.1 µM]
COc1cccc(C(=O)NN2C(=S)N(c3ccccc3)C(=O)C2CC(N)=O)c1 (stereo unspecified),2.4%,4%,-2%,12%,1%,3%,12%,6%
O=C(O)c1oc2ccccc2c1CN1CCN(c2ccccc2)CC1,4.0%,-3%,5%,1%,-11%,-10%,8%,-14%[46.1 µM]
CCC(C)NC(=O)CN1C(=O)NC2NC(=O)NC21 (stereo unspecified),-2.8%,2%,-1%,5%,0%,16%,-6%,4%
CC(C)CNC(=O)COc1ccc(Sc2ccc(OCC(=O)NCC(C)C)cc2)cc1,0.0%,6%,1%,5%,-1%,4%,2%,16%
Cc1ccccc1NC(=S)N(CCN(C)C)C(C)c1ccco1 (stereo unspecified),-0.9%,-5%,1%,9%,-14%,-7%,0%,8%
O=C(CCN1C(=O)/C(=C\c2cccs2)SC1=S)NC1=NCCS1,-1.9%,-2%,-5%,-4%,?,-22%,-10%,-1%
Cc1ccn(CCC(=O)O)n1,-0.1%,4%,-2%,7%,-8%,-7%,7%,-32%
CC[C@H](C)[C@H](NC(N)=O)C(=O)Nc1ccccc1F,-1.5%,-3%,-3%,8%,4%,7%,-2%,5%
O=C(Cc1ccc(Cl)cc1Cl)Nc1cccc(S(=O)(=O)Nc2ccccc2F)c1,0.0%,7%,-2%,2%,28µM*,-18%,-2%,-21%
Cc1ccc(N2CCN(c3ccc(C)cc3)C2c2cccnc2)cc1,1.6%,2%,-2%,?,-1%,-29%,6%,?
COCCNC(=S)NNc1ccccc1[N+](=O)[O-],-4.8%,-2%,0%,-7%,0%,-29%,2%,-5%
COc1cc(C=O)ccc1Oc1nc(Nc2ccc(F)cc2F)nc(N2CCOCC2)n1,1.2%,2%,-1%,-4%,1%,-4%,7%,-47%
CCOC(=O)c1c(C)n(C)c2ccc(OC)c(NS(=O)(=O)CC)c12,-1.0%,-5%,1%,0%,11%,-12%,-4%,-3%
Cc1ccc(CCNC(=O)CCCn2nc(C)c3c(C)n(-c4ccccc4)nc3c2=O)cc1,2.5%,5%,-2%,.,2%,-10%,.,.
O=C(Cc1ccccc1)NCCCc1ccccc1,0.0%,-5%,-1%,7%,-5%,-10%,-3%,3%[46.1 µM]
CC(=O)c1ccc(NC(=O)Cn2nc(N3CCN(c4ccccc4)CC3)ccc2=O)cc1,-2.6%,4%,0%,.,0%,-20%,.,.
Nc1nc(-c2ccc(Cl)cc2)nn1C(=O)c1cccs1,0.2%,4%,-3%,5%,-8%,-1%,-4%,5%
COCc1cc(=O)n2[nH]c(-c3cccs3)cc2n1,-1.0%,-8%,0%,4%,0%,-16%,8%,2%

# Some of the entries so far, with tabs:
molecule	Epigenetic derep	TRb SRC2 PPI	TexasRed fluor	CBFb RUNX1 block	Tau fibril FP	Tau fluor cs	GLA spleen mod	NPSR antagonist
Cc1c(Cl)cccc1NC(=O)CSc1nc(=O)n(Cc2ccco2)c2c1CCC2	0.0%	-7%	-4%	.	-6%	-3%	.	.
CCCCOC(=O)c1ccc(NC(=O)c2c(OC)cccc2OC)cc1	-2.0%	3%	-2%	5%	-4%	-17%	-14%	-23%
COc1ccc(C(C(=O)NC2CCCCC2)N(CC2CCCO2)C(=O)C2COc3ccccc3O2)cc1OC (stereo unspecified)	9.3%	6%	1%	4%	0%	5%	6%	-11%[46.1 µM]
CCC(=O)Nc1ccc2oc(-c3cccnc3)nc2c1	-2.4%	-2%	-1%	11%	-8%	-4%	6%	6%

# Retrieved one by one from the list above:
SMILES,Epigenetic derep,TRb SRC2 PPI,TexasRed fluor,CBFb RUNX1 block,Tau fibril FP,Tau fluor cs,GLA spleen mod,NPSR antagonist
Cc1ccc(CCNC(=O)CCCn2nc(C)c3c(C)n(-c4ccccc4)nc3c2=O)cc1,2.5%,5%,-2%,.,2%,-10%,.,.
COc1cc(C=O)ccc1Oc1nc(Nc2ccc(F)cc2F)nc(N2CCOCC2)n1,1.2%,2%,-1%,-4%,1%,-4%,7%,-47%
CC(=O)c1ccc(NC(=O)Cn2nc(N3CCN(c4ccccc4)CC3)ccc2=O)cc1,-2.6%,4%,0%,.,0%,-20%,.,.
O=C(Cc1ccc(Cl)cc1Cl)Nc1cccc(S(=O)(=O)Nc2ccccc2F)c1,0.0%,7%,-2%,2%,28µM*,-18%,-2%,-21%
O=C(Cc1ccccc1)NCCCc1ccccc1,0.0%,-5%,-1%,7%,-5%,-10%,-3%,3%[46.1 µM]
COCc1cc(=O)n2[nH]c(-c3cccs3)cc2n1,-1.0%,-8%,0%,4%,0%,-16%,8%,2%

# (next part)
SMILES,Epigenetic derep,TRb SRC2 PPI,TexasRed fluor,CBFb RUNX1 block,Tau fibril FP,Tau fluor cs,GLA spleen mod,NPSR antagonist
CN(C)CCCNc1cc(C(C)(C)C)nc2c(-c3ccccc3)cnn12,0.0%,5%,-3%,9%,?,22µM*[quencher],21%,?
COCCNC(=O)c1ccccc1NC(=O)Nc1ccccc1,6.7%,4%,-2%,1%,6%,2%,14%,10%
CCn1cc2nc(SCC(=O)Nc3ccc(C)cc3)n(Cc3ccc(C)cc3)c(=O)c2n1,11%,7%,-2%,.,11%,-18%,.,.
O=C(COc1ccc(Br)cc1)N1CCc2ccccc2C1,2.0%,-2%,0%,-2%,3%,-11%,1%,-29%
COc1ccccc1C(C)NCC(=O)Nc1ccccc1C(F)(F)F (stereo unspecified),-1.3%,4%[53 µM],-3%[53 µM],-2%,4%,10%,4%,-11%
COC(=O)CC(=O)CSc1nc2c(cc1C#N)CCCCC2,-1.1%,-5%,-4%,12%,3%,-15%,4%,-10%[46.1 µM]
CN(C)/C=C/C(=O)c1ccc(Cl)c([N+](=O)[O-])c1,?,-9%,-2%,-1%,-15%,-18%,6%,-14%
COCCNC(=O)c1ccccc1NC(=O)COc1ccccc1,0.0%,-3%,4%,1%,-3%,10%,13%,4%[46.1 µM]
Cc1ccc(NC(=O)CN2CCN(c3ccccn3)CC2)c(Cl)c1,-0.7%,-3%,-1%,4%,4%,-13%,-16%,-17%[46.1 µM]
Cc1cc(NC(=O)c2ccccc2)nc2c1c(=O)oc1ccccc12,11%,2%,-1%,-4%,-8%,-14%,3%,-13%
Cc1ccc(C2OC(=O)c3ccccc32)cc1 (stereo unspecified),0.0%,-2%,-2%,-2%,-5%,-3%,7%,2%
CCOC(=O)C(=O)Nc1cccc(C(=O)OCC)c1,1.1%,-7%,1%,1%,4%,9%,0%,13%
CCOC(=O)Nc1ccc2c(c1)OCO2,0.0%,4%,-1%,0%,4%,-7%,5%,-10%[46.1 µM]
CCN(CC)C(=O)Oc1cc(=O)n2c3c(cccc13)CCC2,-3.6%,0%,-1%,2%,-3%,-3%,-6%,6%
CCc1ccccc1NC(=O)N1CCC(CN2CCc3ccccc3C2)CC1,-0.4%,1%,10%,.,5%,6%,.,.
COC(=O)C1=C(C)OC(N)=C(C#N)C1c1ccccc1F (stereo unspecified),-1.3%,9%,0%,13%,1%,-7%,-2%,-1%[46.1 µM]
Cc1sc2nc(CN3CCC(C)CC3)nc(Cl)c2c1C,0.0%,-1%,1%,0%,-4%,-8%,-1%,-1%
O=C(O)c1ccc(-n2c(-c3cc(C4CC4)[nH]n3)n[nH]c2=S)cc1,3.0%,0%,-2%,-3%,-3%,-13%,-5%,18%

# Single values from the results shown.
# CBFb RUNX1 block, `CCOC(=O)Nc1ccc2c(c1)OCO2` stands at 0%
# Tau fluor cs, `O=C(O)c1ccc(-n2c(-c3cc(C4CC4)[nH]n3)n[nH]c2=S)cc1` stands at -13%

# Only part of the results is shown; count on the stated rates, not on these rows.
